RT RNaseH block: HIV-1 RT RNase H inhibitors, primary screen, biochemical, fluorescence; hit rate 1.9% among 65,000; RT-RNase H RNA/DNA duplex cleavage; inhibition, % at 10 µM; Gag-Pol polyprotein (Human immunodeficiency virus type 1 group M subtype B (isolate …; AID 565, 2006; in the data active means inhibition above about 50%
RmlCD inh mix: RmlC and RmlD coupled enzyme inhibitors, primary screen, biochemical, 384-well, compound mixtures, retest. RmlC/RmlD coupled enzyme inhibition, 384-well mixture HTS. inhibition, % at 5.5 µM. hit rate 0.39% among 110,000. AID 1532, 2009; in the data active means inhibition above about 30%, passing the limit was not always enough; further: strong numbers were not always called active
* marks the source's active call; other numbers are inactive results; x = no result given.

SMILES	RT RNaseH block	RmlCD inh mix
Cc1cc(C)nc(NC(=O)NS(=O)(=O)Nc2ccc(Br)cn2)n1	-10	6
Cc1ccc(C2=NC(C)(C)NC2=O)cc1	x	-53
CCCC(=O)c1c(NC(C)C)cc(C)oc1=O	-23	6
COc1ccc(S(=O)(=O)N(Cc2ccc(OC)c(OC)c2)Cc2ccco2)cc1	-10	-7
COc1ccc(Cl)cc1NS(=O)(=O)c1cc(Cl)ccc1OC	-29	12
Cc1cc2ncn(C3CC(=O)N(C)C3=O)c2cc1C (centres undefined)	x	5
CC1(C)CC(=O)c2cnc(NCC3CCCO3)nc2C1 (centres undefined)	0	1
Cc1nnc(SCC(=O)Nc2c(Cl)cccc2Cl)[nH]c1=O	-7	7
Cc1ccc(C)c(N(CC(N)=O)S(C)(=O)=O)c1	-22	-1
Cc1ccc(C(=O)Oc2ccccc2N2C(=O)C3CCC(C)CC3C2=O)cc1 (centres undefined)	x	-14
c1ccc(-c2noc(C34CC5CC(CC(C5)C3)C4)n2)nc1	-7	10
CC(C)(C)NC(=O)[C@@H]1C[C@@H]2CCCC[C@@H]2CN1C[C@@H](O)[C@H](Cc1ccccc1)NC(=O)[C@H](CC(N)=O)NC(=O)c1ccc2ccccc2n1	x	-18
O=C(Nn1cnnc1)c1ccccc1CCc1ccccc1	0	14
COC(=O)c1cc(Br)c(=O)n(CCc2ccc(O)cc2)c1	x	6
c1ccc(CN2c3ccccc3-c3nc4ccccc4n3C2c2ccccn2)cc1 (centres undefined)	x	13
O=c1cc(N2CCN(c3ccc(F)cc3)CC2)[nH]c(=O)n1C1CCCCC1	4	-8
CCOC(=O)Cc1cc(=O)n(-c2nc3ccccc3s2)[nH]1	4	-17
Cn1c(=O)c2nc(-c3ccccc3)oc2c2ccccc21	-21	29
CCOC(=O)N1CCN(C(=O)CNCc2cccs2)CC1	x	-8
CCCc1cc2c(=O)c(-c3ccccn3)c(C)oc2cc1O	-2	2
CCOC(=O)c1cnc2scnn2c1=O	-2	7
Cc1ccc(N=N/C(=C\O)C(=O)c2ccncc2)cc1	x	-4
CCNc1nc(OC)nc(SCC(N)=O)n1	1	-5
CCCCCCc1c(O)nc(SCC(=O)O)[nH]c1=O	-4	9
CCCc1cc(=O)[nH]c(SCC(=O)N(Cc2ccccc2)C(C)C)n1	-22	-13
O=C(CN1C(=O)NC2(CCCCCCC2)C1=O)NCc1ccc2c(c1)OCO2	x	3
O=C1Cn2c(nc3ccccc32)N1c1cccc(C(F)(F)F)c1	x	9
Cc1ccc(C(=O)COC(=O)c2cc(Cl)nc3ccccc23)cc1C	x	-11
O=C(CNC(=O)c1cccs1)OCC(=O)c1cccs1	1	-17
COc1ccc(-c2csc(NC(CO)c3nc4ccccc4n3CCCO)n2)cc1 (centres undefined)	x	1
NS(=O)(=O)c1ccc(CCNc2ncnc3sccc23)cc1	3	-3
CC1CCCC(C)N1c1nnc(NC(=O)Cn2c(=O)oc3ccccc32)s1 (centres undefined)	-4	-13
CCc1nc(OCCN(CC)CC)c2oc3ccccc3c2n1	-7	-14
O=C(c1ccc(Cl)cc1)N1CCN(c2ccc(F)cc2)CC1	x	-7
O=C(CN1C(=O)CCS(=O)(=O)c2ccccc21)Nc1ccc2c(c1)OCCO2	-7	1
CSc1nc(Sc2ccccc2Cl)c2ccccc2n1	x	7
Cc1cccc(-n2nnnc2SCC(=O)NCCN2C(=O)CSC2=O)c1	1	1
Cc1ccc(C(=O)Nc2nc(=O)n(C(=O)C3CC3)s2)cc1	x	11
COc1ccc(C)cc1NC(=O)c1nnn(CCc2ccccc2)c1N	6	-10
O=C(CSc1nnc(C2COc3ccccc3O2)o1)NC1CCCCC1 (centres undefined)	-3	8
O=C1C[C@@H](c2ccc(O[C@@H]3O[C@H](CO)[C@@H](O)[C@H](O)[C@H]3O)cc2)Oc2cc(O)ccc21	x	-14
CCOC(=O)Nc1nnc(CCc2ccccc2)s1	1	5
Cc1nn(-c2ccc(C(=O)O)cc2)c(=O)c2ccccc12	-17	6
O=c1oc2cc(Cl)ccc2n1CSc1nc2ccccc2s1	x	5
CCCC(=O)Nc1ccc2c(c1)nc1n2CCOC1	-7	-15

Random excerpt: two entries already listed
SMILES	RT RNaseH block	RmlCD inh mix
Cc1nn(-c2ccc(C(=O)O)cc2)c(=O)c2ccccc12	-17	6
COc1ccc(C)cc1NC(=O)c1nnn(CCc2ccccc2)c1N	6	-10

Next structures follow:
SMILES	RT RNaseH block	RmlCD inh mix
CC1(C(=O)NCCN2CCOCC2)C=CCN1C(=O)c1ccccc1 (centres undefined)	x	-11
O=S(=O)(c1cc(Cl)ccc1Cl)N1CCCC1	x	8
Cc1cccc2c1nc(-c1ccccc1)n1nnnc21	-20	7
COC(=O)CCCC1=CC2=CC(=O)C(C)(OC(=O)c3cccs3)C(=O)C2=CN1Cc1ccco1 (centres undefined)	x	6
CC(C)CNS(=O)(=O)c1ccc2c(c1)OCCO2	x	-42
CCCOc1nc2c(c(=O)n(C)c(=O)n2C)n1CCC	-10	-13
Fc1ccc(C(c2nnnn2Cc2cccs2)N2CCN(c3ccccc3)CC2)cc1 (centres undefined)	x	8
O=C(NCc1ccco1)c1cc(-c2cccs2)on1	6	6
O=C(COc1ccc(S(=O)(=O)Nc2ccccc2)cc1)N1CCOCC1	-4	-6
Cc1nn2c3c(cnc2c1-c1ccccc1)C(=O)CC(C)C3 (centres undefined)	-6	x
COc1ccc([C@H](C)NC[C@H](O)c2ccc(O)c(NC=O)c2)cc1	x	4
CSc1nc(-c2ccco2)nn1C(=O)CCc1ccccc1	x	-13
Cn1c(=O)c2c(nc(SCC(=O)N3CCCCCC3)n2C)n(C)c1=O	x	18
CC(Oc1ccc(Cl)cc1Cl)C(=O)Nc1ccc(N2CCN(C)CC2)cc1 (centres undefined)	4	-7
O=C(c1cccs1)N1CCN(C(=O)C2CCCO2)CC1 (centres undefined)	-4	-3
O=C(NCCOc1ccccc1)c1ccccc1	x	-11
CCCCC1OC23CCCCC2C(C#N)(C(=N)O3)C1(C#N)C#N (centres undefined)	x	-1
CO/N=C(/CS(=O)Cc1ccccc1Cl)c1ccc(Cl)cc1Cl (centres undefined)	x	4
CCC(=O)c1ccc(CCCCCC(=O)O)s1	-4	x
Cc1ccc(N(CC(=O)N2CCn3c2nc2ccccc23)S(=O)(=O)c2c(C)n[nH]c2C)cc1	-8	-13
O=C(Cn1cnc2c(nnn2Cc2ccccc2F)c1=O)OCc1ccccc1	-24	x
COc1ccc(S(=O)(=O)CCC(=O)NC2CCCCC2)cc1	-12	x
O=C(Nc1nc2c(s1)CCCC2=O)c1cnccn1	-7	6
Brc1ccc(C2=CC(c3ccco3)n3ncnc3N2)cc1 (centres undefined)	x	-12
CCOc1ccc(CCNC(=O)CCc2nc(-c3ccc(C)cc3)no2)cc1OCC	3	1
COc1ccc(-c2cc(C(F)(F)F)n3nc(C(=O)N4CCOCC4)c(Cl)c3n2)cc1	-5	-5
O=c1[nH]c2cccnc2n1Cc1ccccc1	x	-7
CC(c1nnnn1C1CCCCC1)N(Cc1ccccc1)Cc1cccnc1 (centres undefined)	-4	-17
CCOC(=O)C1=C(C)NC2(O)c3ccccc3C(=O)C12O (centres undefined)	17	0
Cc1cc([N+](=O)[O-])nn1CC(=O)NCc1cccs1	x	-14
CC1CC(=O)N(CC(=O)Nc2ccc3c(c2)OCCO3)c2ccccc2S1 (centres undefined)	-19	6
Cc1cc(C)c2c(C)nn(-c3ccccc3)c2n1	x	-25
O=C1C=C(c2ccccc2)OC2(CCCC2)O1	-37	17
CCCc1cc(=O)oc2cc(OCc3nn[nH]n3)ccc12	x	-4
CC(=O)C1C(c2ccc3ncccc3c2)NC(=O)NC1(O)C(F)(F)F (centres undefined)	-2	-15
CN1CCN(C2=Cc3ccccc3Sc3cc(F)c(F)cc32)CC1	x	-3
CCOc1ccc(NS(=O)(=O)c2cc(Cl)ccc2OC)cc1	-1	9
CC(Sc1nc(-c2ccccc2)cc(C(F)(F)F)n1)C(=O)N1CCCC1 (centres undefined)	0	12
CCOC(=O)N1CCN(c2c(NCCCN(C)c3ccccc3)c(=O)c2=O)CC1	-14	7
COC(=O)c1ccccc1NC(=O)Cc1ccccc1OC	x	1
N=c1n(CCOc2ccccc2)c2ccccc2n1CCN1CCOCC1	-6	-5
Cc1nc2ccc(NC(=O)c3cc(S(=O)(=O)N4CCOCC4)ccc3C)cc2s1	x	-6
O=C(Nc1ccc(CN2CCOCC2)cc1)c1cccs1	0	-2
CCCCCn1c(=O)[nH]c2cc(C(=O)NCCCN3CCC(C)CC3)ccc2c1=O	2	12
CCC(=O)Nc1nonc1-c1nc2ccccc2n1Cc1ccc(Cl)c(Cl)c1	36	x
COC(=O)c1cc(C(O)(C(=O)OC)C(F)(F)F)c(/N=C/N(C)C)s1 (centres undefined)	-20	14
CN1CCN(CC#CC2(O)CCCCC2)CC1	-13	-16
COc1ccc(S(=O)(=O)N2CCN(C3CCCCCCC3)CC2)cc1	4	8
O=C(NCCCN1CCOCC1)C1CCC(=O)N1CCc1ccccc1 (centres undefined)	-5	-9
O=C(NCc1ccccc1Br)c1ccco1	-37	-9
COc1ccccc1C(=O)C1Nc2ccccc2-c2nnc(SC)nc2O1 (centres undefined)	27	-7
CCOC(=O)CSc1cn2c(n1)CCC2	14	-12
COC(=O)Cn1cnc2c(nnn2-c2cccc(Cl)c2)c1=O	-4	x
O=C(CSc1nnnn1C1CCCCC1)Nc1nc2c(s1)CCCC2	-2	6
COCCNC(=O)Cn1nc(C(F)(F)F)c(Br)c1C	-3	-2
COc1cc(NC(=O)Cc2c(C(=O)O)[nH]c3ccccc23)cc(OC)c1OC	x	-15
O=C(CSc1ccccc1)N1CCN(c2ccccc2)CC1	-3	-10
COc1ccc(S(=O)(=O)NCc2ccncc2)cc1OC	-8	-4
COC(=O)C1=C(C(=O)OC)[C@@H]2N(Cc3ccccc3)c3ccccc3[C@@]23C[C@@H](C(=O)OC)N(C(=O)COCc2ccccc2)C3=N1	x	10
CCCCn1nnnc1NCc1ccc(C)s1	x	1

The listing continues.
SMILES	RT RNaseH block	RmlCD inh mix
CN1Cc2cc(C(=O)c3ccccc3O)cnc2NC1=O	x	-11
CCOC(=O)C1CCCN(C(=O)c2ccccc2SCCOC)C1 (centres undefined)	8	13
CCC(C)(C)NC(=O)C(c1cccs1)N(CC1CCCO1)C(=O)Cn1nnc2ccccc21 (centres undefined)	-9	9
COc1cccc(CNCC(O)(c2ccc(Cl)cc2)c2ccc(Cl)cc2)c1	x	-10
CCCc1nnc(SCC(=O)N2CCCCC2)n1CCCOC	x	-9
COc1ccc(C=O)cc1COc1ccc(C)cc1[N+](=O)[O-]	x	12
N#CCOc1nc(N2CCCC2)nc(N2CCCC2)n1	x	-8
O=C(c1cccnc1)N1CCN(CCCc2ccccc2)CC1	7	16
CCOc1ccc(NC(=O)N2CCC(NC(=O)c3ccco3)CC2)cc1	-7	1
COc1cccc(NC(=O)C(C#N)Cc2ccncc2)c1 (centres undefined)	-10	-19
CCNC(=O)c1sc(=S)n(-c2ccc(C)cc2)c1N	x	17
Nc1nnn(Cc2ccccc2)n1	-9	4
O=S(=O)(Nc1ccc(O)cc1)c1cccc2cccnc12	-8	-13
CCCCCn1c(CNC(=O)CCC)nc2ccccc21	-12	3
O=C(c1cc(-c2cccs2)on1)N1CCCCC1	-8	x

Not a retest: an excerpt of the list.
SMILES	RT RNaseH block	RmlCD inh mix
O=C(CSc1nnnn1C1CCCCC1)Nc1nc2c(s1)CCCC2	-2	6
COCCNC(=O)Cn1nc(C(F)(F)F)c(Br)c1C	-3	-2
COc1cc(NC(=O)Cc2c(C(=O)O)[nH]c3ccccc23)cc(OC)c1OC	x	-15
O=C(CSc1ccccc1)N1CCN(c2ccccc2)CC1	-3	-10
COc1ccc(S(=O)(=O)NCc2ccncc2)cc1OC	-8	-4
COC(=O)C1=C(C(=O)OC)[C@@H]2N(Cc3ccccc3)c3ccccc3[C@@]23C[C@@H](C(=O)OC)N(C(=O)COCc2ccccc2)C3=N1	x	10
CCCCn1nnnc1NCc1ccc(C)s1	x	1
CN1Cc2cc(C(=O)c3ccccc3O)cnc2NC1=O	x	-11
CCOC(=O)C1CCCN(C(=O)c2ccccc2SCCOC)C1 (centres undefined)	8	13
CCC(C)(C)NC(=O)C(c1cccs1)N(CC1CCCO1)C(=O)Cn1nnc2ccccc21 (centres undefined)	-9	9
COc1cccc(CNCC(O)(c2ccc(Cl)cc2)c2ccc(Cl)cc2)c1	x	-10
CCCc1nnc(SCC(=O)N2CCCCC2)n1CCCOC	x	-9
COc1ccc(C=O)cc1COc1ccc(C)cc1[N+](=O)[O-]	x	12
N#CCOc1nc(N2CCCC2)nc(N2CCCC2)n1	x	-8
O=C(c1cccnc1)N1CCN(CCCc2ccccc2)CC1	7	16
CCOc1ccc(NC(=O)N2CCC(NC(=O)c3ccco3)CC2)cc1	-7	1
COc1cccc(NC(=O)C(C#N)Cc2ccncc2)c1 (centres undefined)	-10	-19
CCNC(=O)c1sc(=S)n(-c2ccc(C)cc2)c1N	x	17
Nc1nnn(Cc2ccccc2)n1	-9	4
O=S(=O)(Nc1ccc(O)cc1)c1cccc2cccnc12	-8	-13
CCCCCn1c(CNC(=O)CCC)nc2ccccc21	-12	3
O=C(c1cc(-c2cccs2)on1)N1CCCCC1	-8	x

Other entries:
SMILES	RT RNaseH block	RmlCD inh mix
CCOC(=O)CNS(=O)(=O)c1cc(-c2n[nH]c(=O)c3ccccc23)ccc1C	-8	0
Cc1ccc(SC(C)c2nc(-c3ccccc3)no2)cc1 (centres undefined)	-14	-9
Cc1nc(NC(=O)CSc2nnc(C)n2CC2CCCO2)sc1C (centres undefined)	-13	-5
CCOc1cc(S(=O)(=O)n2c(C)nc3ccccc32)ccc1F	-27	-2
COC(=O)c1[nH]c(C)c(/C(O)=C2\C(=O)C(=O)N(CCN3CCOCC3)C2c2ccccc2OC)c1C (centres undefined)	-4	28
CCOc1ccc(S(=O)(=O)N(CC(=O)N/N=C/c2ccc(-c3ccc([N+](=O)[O-])cc3)o2)c2ccccc2)cc1	x	10
NC(Cc1c[nH]c2ccccc12)C(=O)Nc1ccccc1 (centres undefined)	x	-13
CCN1CCN(c2nc3c(c(=O)[nH]c(=O)n3C)n2CCSc2nc3ccccc3s2)CC1	-4	3

A portion of the library; count on the stated rates, not on these rows.
